Compound activity deposited in PubChem by several laboratories.
PKA-R2B act: activates the human PKA-R2B holoenzyme complex; PKA-R2B holoenzyme dissociation, Cy5-IP20 fluorescence polarization; R2B truncated from residue 108, S112A mutant; 0% DMSO only, 100% 113 µM cGMP; activation, % at 11.4 µM; hit rate 0.079% among 340,000;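 active means activation above a cutoff set at the mean over all compounds plus 3 SD, cut at about 18% in these data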;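 further: higher means more holoenzyme dissociation and a rise in polarization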
Target sequence (P31323 whole entry, looked up, other chains not shown, the tested form may be a part): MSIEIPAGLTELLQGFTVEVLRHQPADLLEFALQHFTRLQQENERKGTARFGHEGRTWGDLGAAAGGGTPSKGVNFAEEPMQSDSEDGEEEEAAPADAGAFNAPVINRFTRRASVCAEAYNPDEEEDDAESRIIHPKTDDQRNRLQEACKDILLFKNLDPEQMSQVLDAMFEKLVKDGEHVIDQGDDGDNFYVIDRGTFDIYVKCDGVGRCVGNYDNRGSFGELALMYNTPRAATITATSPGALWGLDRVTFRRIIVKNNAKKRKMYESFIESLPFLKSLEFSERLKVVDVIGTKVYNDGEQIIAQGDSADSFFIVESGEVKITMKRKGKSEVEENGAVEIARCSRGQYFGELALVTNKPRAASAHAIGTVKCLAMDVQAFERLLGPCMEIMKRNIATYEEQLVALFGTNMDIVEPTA
MOR-DOR inv ag: inverse agonist of human OPRM1-OPRD1 heterodimerization | P35372+P41143 | cell-based MOR-DOR heterodimer luminescence, inverse agonism | inhibition, % at 9.3 µM | hit rate 0.21% among 340,000; in the data active means inhibition above about 22%, passing the limit was not always enough;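 further: 0% = cells with DMSO and 100% = wells without cells with DMSO; values of inactives mirror those of a sister screen read the other way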
PKA-R1A act: activates the PKA-R1A holoenzyme complex. P00514+P68181. PKA-R1A dissociation, Cy5-IP20 fluorescence polarization; scaled: DMSO 0%, 113 µM cGMP 100%. activation, % at 11.4 µM. hit rate 0.083% among 340,000. AID 504707;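 active means percent activation above the mean of all tested compounds plus 3 SD, cut at about 19% in these data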;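 further: higher means more PKAc released from R1A so a rise in polarization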
Pemphigus Ab inh: blocks pemphigus antibody binding to human desmoglein-3; P32926; DSG3-coupled beads, scFv-anti-DSG3-GFP binding, flow cytometry; hits give low values; binding (percent of control), % at 10 µM; hit rate 0.48% among 310,000; AID 588358;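 active means binding more than 3 SD below its plate's average and above zero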;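 further: hits lower antibody fragment binding to DSG3; some compounds called inactive have numbers as strong as hits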
HTR5A ag: counter-screen for OPRM1-OPRD1 agonists: human HTR5A agonism. P47898. HTR5A agonist assay, luminescence, cell-based. activation, % at 9.3 µM. hit rate 0.61% among 340,000. AID 504692; in the data active means activation mostly above about 9.5%, no sharp cut-off; inactive means mostly below about 7.6%;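 further: 0% = cells with vehicle only and 100% = reference agonist; strong numbers were not always called active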
Target sequence (P47898 whole entry, looked up): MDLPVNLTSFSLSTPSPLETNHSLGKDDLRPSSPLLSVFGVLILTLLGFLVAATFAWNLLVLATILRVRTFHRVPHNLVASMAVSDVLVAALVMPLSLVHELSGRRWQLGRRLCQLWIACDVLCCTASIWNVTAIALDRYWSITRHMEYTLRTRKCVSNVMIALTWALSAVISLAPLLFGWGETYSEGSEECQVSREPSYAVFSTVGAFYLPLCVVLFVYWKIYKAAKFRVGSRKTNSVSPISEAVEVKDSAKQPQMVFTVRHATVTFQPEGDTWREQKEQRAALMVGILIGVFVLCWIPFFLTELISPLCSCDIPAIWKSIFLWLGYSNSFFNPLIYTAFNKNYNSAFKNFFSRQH
V-ATPase pH: yeast V-ATPase proton transport regulation by pHLuorin | response, % at 10 µM | S. cerevisiae, pHLuorin cytosolic pH fluorescence | AID 504577 | hit rate 0.37% among 350,000; in the data active means response mostly above about 7.3%, no sharp cut-off; inactive means mostly below about 5.4%; further: actives read high; inactives centre near 0; some compounds called inactive have numbers as strong as hits; reference of the scale not given here
OPRM1-OPRD1 ag: OPRM1-OPRD1 heterodimerization agonism | hit rate 0.3% among 340,000 | cells, luminescence | activation, % at 9.3 µM | P35372+P41143; in the data active means activation above about 18%;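 further: 0% = vehicle-treated cells and 100% = reference agonist; values of inactives mirror those of a sister screen read the other way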
Arr AP2 block: blocks beta-arrestin peptide binding to AP2 adaptin. inhibition, % at 10 µM. FITC-arrestin peptide / GST-AP2 beads, flow cytometry; AP2 beta2 appendage carries R879A mutation. hit rate 0.31% among 340,000;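 active means inhibition above a set limit, near 3 SD of compounds lacking own fluorescence, cut at about 54% in these data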;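 further: plate controls were DMSO wells for no effect and 5 µM unlabelled arrestin peptide for full effect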
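System: GST-AP2 R879A bound to glutathione beads, E. coli-expressed. Also added: 50 nM FITC-arrestin peptide. Schedule: compound with beads 12 min RT, then probe 1 h RT. Signal: bead flow cytometry, FITC channel. Read-out basis: percent response.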
DAGLB inhibitor: blocks human DAGLB lipase activity. Q8NCG7. HEK293T DAGLB membrane lysate, EnzChek fluorogenic substrate. inhibition, % at 5.17 µM. hit rate 0.059% among 340,000. AID 504411; in the data active means inhibition above about 34%;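 further: 0% = enzyme with vehicle and 100% = wells lacking enzyme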
HTR5A inv ag: inverse agonist of human HTR5A in OPRM1-OPRD1 counter-screen | P47898 | hit rate 0.083% among 340,000 | HTR5A cell line, luminescence, inverse agonism | inhibition, % at 9.3 µM; in the data active means inhibition mostly above about 23%, no sharp cut-off; inactive means mostly below about 18%;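 further: 0% = cells with DMSO and 100% = no-cell wells with DMSO; some compounds called inactive have numbers as strong as hits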
An asterisk follows results filed as active; · = not tested or not shown.

item	smiles	PKA-R2B act	MOR-DOR inv ag	PKA-R1A act	Pemphigus Ab inh	HTR5A ag	V-ATPase pH	OPRM1-OPRD1 ag	Arr AP2 block	DAGLB inhibitor	HTR5A inv ag
1	O=C(NCCCCc1ccccc1)C1CCCC1	12	4	-7	102	-2	-1	-0.8	13	-1	7
2	CC12CCC(C)(O1)C1C(=O)N(c3nccs3)C(=O)C12 (configuration not stated)	-10	11	-10	92	9	0	-2.5	0	-1	-35
3	CCc1ccc(C(=O)NNC(=O)CCC2CCCCC2)cc1	-11	-2	0	100	8	0	0.4	24	-4	-34
4	CCOC(=O)NC(=O)CSc1cc(C)c2cc(C)cc(C)c2n1	-9	1	-9	100	4	2	-0.2	-6	-4	-5
5	O=C(c1cnc2n(c1=O)CCS2)N1CCN(C(c2ccccc2)c2ccc(Cl)cc2)CC1 (configuration not stated)	0	-7	-11	117	-1	-3	1.1	-4	-3	6
6	CC(=O)c1ccc(N2CCN(C(C)C(=O)Nc3ccc4c(c3)OCCO4)CC2)cc1 (configuration not stated)	0	-1	9	107	4	-1	0.2	30	0	27
7	Cc1ccc(S(=O)(=O)N2CCOCC2)cc1C(=O)Nc1cc(Cl)ccc1N1CCOCC1	4	-2	-6	97	6	-4	0.2	19	1	11
8	CCCC(=O)N(c1ccc(OCC)cc1)C1C=CS(=O)(=O)C1 (configuration not stated)	-12	-7	-4	99	7	0	1.2	2	0	-18

Following part.
item	smiles	PKA-R2B act	MOR-DOR inv ag	PKA-R1A act	Pemphigus Ab inh	HTR5A ag	V-ATPase pH	OPRM1-OPRD1 ag	Arr AP2 block	DAGLB inhibitor	HTR5A inv ag
9	CC(C)CC(c1nnnn1C1CCCC1)N1CCC(C(N)=O)CC1 (configuration not stated)	8	13	-12	84	-4	2	-2.5	38	-1	10
10	O=c1cc(CO)oc(CN2CCN(c3ccccc3F)CC2)c1O	-8	10	8	·	7	-4	-2.3	6	3	7
11	O=C1COc2ccc(S(=O)(=O)N3CCCCC3)cc2N1	-4	21	3	105	-7	-1	-4.1	-5	-2	-6
12	Cc1cc(C(F)(F)F)n(-c2nc(C(=O)Nc3cccnc3)cs2)n1	0	-4	-4	·	-1	5	0.8	-12	-15	9
13	Cc1cccc(/C=N/NC(=O)c2ccc(NC(=O)c3ccccc3Cl)cc2)n1	-16	-1	-2	·	-3	0	0.1	1	2	8
14	CC(=O)c1c(C(C)=O)c(C)n(-c2cccc([N+](=O)[O-])c2)c1C	-5	2	-15	91	4	6	-0.4	-3	-3	-2
15	O=C1CCc2cc(S(=O)(=O)NC(Cc3ccccc3)C(=O)NC3CCCC3)ccc2N1 (configuration not stated)	4	0	-1	108	1	5	0.0	15	-3	-3
16	CC(=O)N(C)c1ccc(NC(=O)Nc2ccccc2C)cc1	-2	-1	-4	92	2	4	0.1	·	0	-5

Taken from above.
CC(=O)c1c(C(C)=O)c(C)n(-c2cccc([N+](=O)[O-])c2)c1C in Arr AP2 block reads -3
CCc1ccc(C(=O)NNC(=O)CCC2CCCCC2)cc1 in HTR5A ag reads 8

Next structures follow:
item	smiles	PKA-R2B act	MOR-DOR inv ag	PKA-R1A act	Pemphigus Ab inh	HTR5A ag	V-ATPase pH	OPRM1-OPRD1 ag	Arr AP2 block	DAGLB inhibitor	HTR5A inv ag
17	CC(C)(C)OC(=O)NCc1ccc(CNC(=O)c2[nH]cnc2C(=O)N[C@@H](Cc2ccccc2)C(=O)OCc2ccccc2)cc1	-7	-32	-18	94	9	1	5.7	-9	-1	-8
18	Cn1c(SCc2cc(=O)[nH]c3ccccc23)nnc1-c1ccco1	-7	13	0	104	1	-2	-2.3	0	-2	-4
19	N#C/C(=C/c1ccc(C(=O)O)cc1)C(=O)Nc1ccccc1	-5	8	0	84	-2	0	-1.2	4	0	6
20	Cc1ccc(NC2=NCC(=O)N2c2ccc3c(c2)OCCO3)c(C)c1	6	2	7	105	-2	-6	-0.5	4	0	-4
21	Cc1cc(C(=O)OCC(=O)NC(C)C)c2ccccc2n1	-3	14	-7	99	0	-1	-2.6	-2	1	1
22	COCCN(C(=O)c1csnn1)C(C(=O)NC1CCCCC1)c1cccs1 (configuration not stated)	0	15	4	102	0	2	-2.5	-5	-2	7
23	CC1CC(C)CN(CC(=O)NNC(=O)COc2ccc(Cl)cc2)C1 (configuration not stated)	-6	7	0	91	-3	-3	-1.5	-5	0	9
24	O=C1c2cc(S(=O)(=O)NCCO)ccc2-c2ccc(S(=O)(=O)NCCO)cc21	8	1	1	101	3	-1	-0.2	9	0	-7

Remaining list, next part:
item	smiles	PKA-R2B act	MOR-DOR inv ag	PKA-R1A act	Pemphigus Ab inh	HTR5A ag	V-ATPase pH	OPRM1-OPRD1 ag	Arr AP2 block	DAGLB inhibitor	HTR5A inv ag
25	CCOC(=O)c1cc(-c2ccc(C)o2)n[nH]1	2	10	8	103	-2	1	-1.7	-6	3	-3
26	CC(C)c1ccc(NC(=S)NCCc2c[nH]c3ccccc23)cc1	-10	-27	-18	103	8	1	6.0	12	-1	-20
27	Cc1ccc(S(=O)(=O)N2CCN(C(=O)COC(=O)c3ccc(Cl)c(S(N)(=O)=O)c3)CC2)c(C)c1	1	3	2	·	1	3	-0.9	3	-1	16
28	COc1ccc(CCC(=O)N/N=C\c2cccs2)cc1	-10	13	1	99	-3	-4	-2.8	15	-1	9
29	O=C(c1ccccc1)N1CCN(CC#Cc2ccccc2)CC1	3	10	6	·	1	-10	-2.1	7	0	-17
30	CCOC(=O)c1c(-c2ccc(C)cc2)csc1NC1=NS(=O)(=O)c2ccccc21	2	12	-6	84	-1	-4	-1.9	36	-3	2
31	CNc1nc(C)c(C(=O)OCc2ccccc2)s1	0	8	-6	·	-1	3	-1.4	17	-4	3
32	COc1ccc(Cl)cc1NC(=O)N(C)Cc1c(C)nn(C)c1C	-1	12	1	101	6	-1	-2.4	-5	-1	-17

Next part.
item	smiles	PKA-R2B act	MOR-DOR inv ag	PKA-R1A act	Pemphigus Ab inh	HTR5A ag	V-ATPase pH	OPRM1-OPRD1 ag	Arr AP2 block	DAGLB inhibitor	HTR5A inv ag
33	COn1c(C)c(C)c2c3nonc3ccc21	2	-6	-8	·	-3	-5	1.2	0	-1	-17
34	CC(=O)Nc1ccc2c(c1)OCCOCCOc1cc(NC(C)=O)ccc1OCCO2	-11	0	-1	95	1	-3	0.0	1	-4	-32
35	CC(OC(=O)CCCC(=O)Nc1ccc(F)cc1)C(=O)c1ccccc1 (configuration not stated)	-8	6	-4	·	-3	3	-1.0	-5	0	8
36	N#CCOC(=O)c1sccc1-n1cccc1	8	11	1	·	5	1	-2.5	2	-2	-11
37	O=S(=O)(Nc1ccc(Cl)cc1)c1ccc2c(c1)CCO2	5	-11	-3	114	2	-8	2.2	27	-6	-31
38	COc1ccc(OC)c(NC(=O)Nc2ccc3c(c2)CCC3)c1	5	-17	6	104	0	4	4.1	29	-1	1
39	CSc1nc(Cl)c(Br)c(Nc2c[nH]c(=O)[nH]c2=O)n1	-5	6	-2	89	-3	-1	-1.3	12	-2	13
40	C=CCOc1ccccc1CN1CCC(Oc2cc(C(=O)NC3CC3)ccc2OC)CC1	-2	-6	-4	107	0	-1	0.9	39	0	-7

Additional entries
item	smiles	PKA-R2B act	MOR-DOR inv ag	PKA-R1A act	Pemphigus Ab inh	HTR5A ag	V-ATPase pH	OPRM1-OPRD1 ag	Arr AP2 block	DAGLB inhibitor	HTR5A inv ag
41	COc1ccccc1CNc1ccc(Br)cn1	2	7	7	106	1	-4	-1.6	0	-9	-3
42	CC(C)c1ccc(OCC(=O)NCc2ccccc2)cc1	-8	15	-2	115	7	-2	-3.0	23	-12	-26
43	NS(=O)(=O)c1ccc(CNC(=O)C23CC4CC(CC(C4)C2)C3)cc1	-8	-3	-5	92	-4	5	0.6	16	3	0
44	O=C(Nc1cccc(Cl)c1)C1CC1c1ccccc1 (configuration not stated)	-6	-3	-4	·	3	0	0.6	-2	-6	-21
45	O=C(COC(=O)c1ccc(O)cc1)Nc1ccccc1-c1ccccc1	2	-14	2	103	5	0	2.6	5	-6	-13
46	CCOC(=O)C1CCCN(S(=O)(=O)c2ccc(Br)c(OC)c2)C1 (configuration not stated)	-17	-1	-9	107	0	-6	0.2	1	-3	11
47	CC(C)C(NC(=O)c1ccc(F)cc1)C(=O)N1CCOCC1 (configuration not stated)	5	2	0	104	-4	-2	-0.6	16	0	9
48	COc1ccc(/C=C/C(=O)ONC2=NCCCCC2)cc1OC	-15	-2	8	95	3	-2	0.5	-25	-5	-8

More compounds follow:
item	smiles	PKA-R2B act	MOR-DOR inv ag	PKA-R1A act	Pemphigus Ab inh	HTR5A ag	V-ATPase pH	OPRM1-OPRD1 ag	Arr AP2 block	DAGLB inhibitor	HTR5A inv ag
49	O=C(NCc1ccccc1Cl)C1CCCN1C(=O)NCc1ccccc1 (configuration not stated)	-8	1	4	119	1	-2	-0.2	-2	0	16
50	Oc1ccc(NC(=S)N=Nc2c(O)[nH]c3ccc(Br)cc23)cc1	-11	9	-7	105	-3	-3	-1.7	1	14	10
51	COc1cc(/C=C/C(=O)OCC(=O)Nc2cc(S(=O)(=O)N(C)C)ccc2Cl)ccc1O	4	5	-8	86	9	-1	-0.9	-13	2	14
52	Cc1cc(NC(=O)c2ccccc2F)cc(C)c1OCC(=O)N1CCOCC1	14	16	-4	114	-2	0	-3.1	-11	1	4
53	COc1ccc(Nc2nnc(Cc3ccc(Cl)cc3)c(=O)[nH]2)c(OC)c1	-6	5	-6	101	1	-3	-0.9	4	4	5
54	O=C1C2CCCN2C(=O)N1CCCCN1CCN(c2ccc(F)cc2)CC1 (configuration not stated)	-10	18	-5	97	0	-1	-3.5	5	3	18
55	CC(=O)NC1=NC(=O)/C(=C/c2cn(C(C)=O)nc2-c2ccccc2)S1	-15	4	-12	101	1	0	-0.6	-7	3	2
56	O=C1CCCN1CCC1CCN(C2CC(=O)N(c3ccc(F)cc3)C2=O)CC1 (configuration not stated)	1	11	-1	122	-7	2	-1.9	0	4	27
57	CCOC(=O)N1CCC(N2CCCC(C(=O)c3ccc4cc(OC)ccc4c3)C2)CC1 (configuration not stated)	-1	8	-6	93	-1	-2	-1.1	3	0	2
58	CC1CCCC(NC(=O)COC(=O)c2cc(S(=O)(=O)N3CCCCC3)ccc2N2CCOCC2)C1C (configuration not stated)	-2	-14	0	·	2	1	2.7	-7	0	-6
